# PRMT1 FP inh: PRMT1 (human) inhibition, primary screen; Q99873; recombinant PRMT1, activity-based probe fluorescence polarization; inhibition, % at 2.79 µM; 370,000 tested, 1.3% active;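 active = inhibition above about 21% made by adding two undisclosed values, limit read from the data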
# TCR CD3 inh: inhibitors of human TCR-CD3 interaction. TAMRA-labeled TCR probe fluorescence, biochemical. AID 651800. inhibition, % at 9.4 µM. 360,000 tested, 0.37% active; in the data active = inhibition above about 19%;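 note: recombinant mutant TCR 2C K166C tagged with TAMRA read by polarization; 0% = receptor in buffer alone and 100% = receptor with positive control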
# NPR2 activator: GC-B (human) receptor activation; P20594; HEK293-GC-B cells, CNP EC30, cGMP TR-FRET; 0% at EC30 CNP, 100% saturating CNP; activation, % at 10 µM; 370,000 tested, 0.11% active;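 active = activation at 10 µM reaching about 35% in either raw or pattern-adjusted values, limit read from the data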
# rCAG binder: binds r(CAG) RNA repeats. r(CAG) RNA repeat, TO-PRO-1 dye displacement fluorescence. inhibition, % at 3 µM. 370,000 tested, 1.3% active. AID 651821;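 active = inhibition above the plate cutoff, the mean of all test compounds on that plate plus 3 SD, cut at about 35% in these data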;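 note: 0% = DMSO alone and 100% = 100 µM mitoxantrone as full dye displacement; higher means more dye released from RNA so lower well fluorescence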
# HTRA1 inhibitor: blocks human HTRA1 serine peptidase; Q92743; recombinant HTRA1, FP-rhodamine activity-based probe, fluorescence polarization; inhibition, % at 5.96 µM; 340,000 tested, 0.5% active; in the data active = inhibition above about 36%;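 note: 0% = enzyme with DMSO and 100% = wells lacking enzyme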
# mABHD4 FP: ABHD4 (mouse) inhibition, primary FP screen; Q8VD66; purified mABHD4, FP-Rh probe fluorescence polarization; inhibition, % at 8.92 µM; 370,000 tested, 0.54% active; AID 720543;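 active = inhibition exceeding the mean over every tested compound plus 3 SD, cut at about 30% in these data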;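 note: 0% = plate median of compound wells and 100% = S159A mutant with DMSO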
#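 Assay system: mABHD4 protein; medium: HEPES pH 7.0, NaCl, Pluronic buffer; dosing: 8.92 µM, single dose; schedule: 45 min + 60 min at 25 °C; signal: FP readout, ex 525 nm / em 598 nm; read-out: normalized percent inhibition of probe labeling; repeats: single replicate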
# TDP2 inh: blocks human TDP2 phosphodiesterase activity; O95551; recombinant TDP2, T5PNP hydrolysis, p-nitrophenol absorbance 415 nm; inhibition, % at 12.8 µM; 370,000 tested, 0.34% active; AID 720702;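 active = inhibition above the mean of all tested compounds plus 3 SD, set per campaign, cut at about 25% in these data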;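 note: 0% = DMSO with enzyme and 100% = buffer with substrate but no TDP2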
# Target sequence (O95551 whole entry, looked up): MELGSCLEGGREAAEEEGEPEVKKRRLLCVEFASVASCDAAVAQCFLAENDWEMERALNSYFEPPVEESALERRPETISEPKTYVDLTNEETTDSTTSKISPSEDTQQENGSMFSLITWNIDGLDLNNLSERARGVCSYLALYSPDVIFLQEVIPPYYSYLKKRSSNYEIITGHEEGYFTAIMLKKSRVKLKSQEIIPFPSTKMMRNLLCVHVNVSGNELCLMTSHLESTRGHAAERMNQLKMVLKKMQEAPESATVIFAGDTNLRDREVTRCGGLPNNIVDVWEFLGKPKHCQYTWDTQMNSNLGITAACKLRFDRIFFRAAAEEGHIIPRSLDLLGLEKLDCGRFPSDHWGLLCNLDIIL
#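 Evaluation: % inhibition relative to enzyme-containing and enzyme-free wells. Material: recombinant human TDP2. Benchmarks: enzyme-free and DMSO wells. Timing: enzyme reaction with compound for 2 h at 37 °C. Compound dosing: 12.8 µM only. Measured by: p-Nitrophenol epi absorbance. Reagent: T5PNP substrate at 5 mM, a TopII-DNA adduct mimic. Replication: single well per compound.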
# LEDGF integ inh: blocks HIV-1 LEDGF/p75-dependent DNA integration; inhibition, % at 3.7 µM; 370,000 tested, 0.64% active; TR-FRET IN-LEDGF/p75 DNA integration, Eu/Cy5;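 active = inhibition above the screen-wide mean plus 3 SD, cut at about 13% in these data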;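 note: signal is the Cy5 over europium emission ratio at 671 and 618 nm; 0% = plate median of compound wells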
# MBD2 DNA inh: inhibitors of human MBD2 binding to methylated oligonucleotide; Q9UBB5; 370,000 tested, 0.31% active; TR-FRET; inhibition, % at 4.4 µM; AID 686964; in the data active = inhibition above about 13%
# SIAE inh: inhibitors of human sialic acid acetylesterase SIAE; SIAE FP-Rh probe binding, fluorescence polarization; inhibition, % at 9.66 µM; 370,000 tested, 0.69% active;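 active = inhibition above a cutoff: mean of compounds within the control limits plus 3 SD of those, cut at about 17% in these data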;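 note: 0% = plate median of compound wells and 100% = probe without SIAE protein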
# Target sequence (Q9HAT2 whole entry, looked up): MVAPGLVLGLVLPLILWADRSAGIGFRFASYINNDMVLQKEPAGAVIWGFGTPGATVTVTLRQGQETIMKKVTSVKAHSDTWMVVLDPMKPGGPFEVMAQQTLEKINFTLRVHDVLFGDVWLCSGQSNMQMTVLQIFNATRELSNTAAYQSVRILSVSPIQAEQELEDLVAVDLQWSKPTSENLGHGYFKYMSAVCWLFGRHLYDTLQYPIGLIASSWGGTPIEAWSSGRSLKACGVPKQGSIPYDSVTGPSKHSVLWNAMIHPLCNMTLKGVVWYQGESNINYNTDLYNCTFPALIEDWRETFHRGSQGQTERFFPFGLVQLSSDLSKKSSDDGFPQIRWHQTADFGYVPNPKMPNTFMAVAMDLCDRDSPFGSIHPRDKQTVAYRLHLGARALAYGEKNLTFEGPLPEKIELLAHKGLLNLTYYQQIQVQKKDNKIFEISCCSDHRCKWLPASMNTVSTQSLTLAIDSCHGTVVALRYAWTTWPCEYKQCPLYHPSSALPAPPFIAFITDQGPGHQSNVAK
# Active calls of the source: *; / = no result given.
SMILES,PRMT1 FP inh,TCR CD3 inh,NPR2 activator,rCAG binder,HTRA1 inhibitor,mABHD4 FP,TDP2 inh,LEDGF integ inh,MBD2 DNA inh,SIAE inh
COC(=O)c1cn(C(=O)c2cccc(Br)c2)c2ccccc12,3,-9,-1,4,2,12,-7,-3,-2,-1
Oc1ccc(CNc2cccc(F)c2)c2cccnc12,63*,/,-7,/,/,21,6,-8,-4,7
COc1cccc(NC(=O)NC2(C(=O)N3CCN(C)CC3)CCCCC2)c1,0,-1,1,1,6,5,-2,-4,2,0
Cc1nnc(SCC(=O)Nc2cccc(Cl)c2)n1CC1CCCO1 (centres undefined),-1,-5,4,0,1,3,7,-4,0,6
CCOc1cc(/C=C/C(=O)O)ccc1OCCOc1ccc(F)cc1,-2,0,-3,1,10,-1,5,-1,4,1
CCn1c(=O)n(CC)c2cc(S(=O)(=O)Nc3ccccc3C)c(C)cc21,0,5,8,2,2,-13,-29,7,0,-5
Cn1cccc1C(=O)NC(=O)COC(=O)c1ccc(S(C)(=O)=O)cc1,0,-1,2,5,-3,0,3,1,3,2
CC(=O)N1CCN(c2ncnc3sc(-c4ccccc4)cc23)CC1,-6,-2,-3,-4,10,-2,-1,1,-3,-9
COC(=O)c1cc(NC(=O)c2ccoc2C)cc(C(=O)OC)c1,-1,-6,3,11,-65,-27,-12,4,-1,-11
CC(=O)c1ccc(OCCCC(=O)NC2CCCCC2C)cc1 (centres undefined),-2,1,3,-5,4,-1,-3,2,-3,-6
CC(Oc1ccccc1Cl)c1nnc(N)s1 (centres undefined),2,5,-5,1,-2,4,12,-2,0,4
CC1CCN(c2ncnc3ccccc23)CC1,-2,7,0,2,-3,-3,-21,-1,-3,-1
O=[N+]([O-])c1ccc(C[n+]2ccc(Cc3ccccc3)cc2)cc1,2,4,1,4,7,7,9,-3,-4,3
Cc1ccc(CC2CC(=O)N(C(Cc3ccccc3)C(=O)O)C2=O)cc1 (centres undefined),4,-5,-5,11,0,-4,0,3,1,-4
COc1ccc(OCC(=O)N/N=C/c2ccsc2)cc1,2,-7,1,0,1,1,-2,3,5,0
Cc1cccc(-c2oc3ccccc3c2C#CCCO)c1,2,-1,-8,6,-54,-22,2,-1,2,-8
CN(C)C(=O)N1CCC(C(=O)N2CCCC(C(=O)c3cccc4ccccc34)C2)CC1 (centres undefined),3,1,1,-9,4,-3,6,-2,4,4
Cc1cccc(OCC(=O)Nc2ccc3c(c2)OCO3)c1C,3,-2,3,2,-4,-6,-15,-5,-2,-1
Clc1ccc(CSc2nnc(CNc3cccc(Cl)c3)o2)cc1,0,1,-6,-5,-43,-20,-3,0,0,-9
CC(=O)c1ccc(S(=O)(=O)Oc2ccc(-c3ccc(C(=O)O)cc3)cc2)cc1,-7,2,-3,24,-6,-7,-9,4,-2,-4
CCCCCCOC(=O)Nc1ccc(S(=O)(=O)Nc2cccc([N+](=O)[O-])c2)cc1,-4,1,1,45*,-45,-34,1,0,0,-11
COc1ccc(-c2nc3cccc(C)n3c2NCc2ccco2)cc1OC,6,1,1,1,10,2,-17,2,-6,25*
O=C(C[n+]1cc(Br)cc2ccccc21)c1ccc(Br)cc1,11,-9,-11,11,0,-5,-26,3,-7,-9
CCOC(=O)c1cc(-c2ccc(N3C(c4ccsc4)=Cc4ccccc4C3CC(C)=O)cc2)cc([N+](=O)[O-])c1 (centres undefined),3,-6,3,7,/,2,-4,0,3,-2
O=C1/C(=C/c2ccccc2)CSc2sccc21,-1,2,-5,-3,-10,-1,1,2,0,3
COc1ccc2[nH]cc(C(=O)CN3CCCC(C)(C)C3)c2c1,1,-4,2,-2,-2,1,10,-3,2,3
CCCCOC(=O)c1ccc(OC(=O)c2cccnc2)cc1,1,8,-3,-8,-1,3,-2,-1,1,-4
CCOC(=O)C1=C(C)NC(=S)NC1c1ccc(OC(=O)c2ccco2)cc1 (centres undefined),1,8,7,0,-3,-12,8,-4,2,2
CCc1ccc(CN2CCC(Oc3ccc(C(=O)NCc4ccccn4)cc3)CC2)o1,-1,9,-1,-9,2,4,-5,0,-2,4
COCc1nnc(SCC(=O)NCc2ccccc2)n1-c1ccccc1,0,5,1,-5,3,-1,-4,-2,-9,2
CCOc1ccc(CN(C)C(=O)c2cccnc2OCC)cc1OC,-5,-4,-3,-6,2,-3,10,-2,-3,5
CCCn1c(N)c(C(=O)CSc2nnc(-c3ccco3)n2Cc2ccccc2)c(=O)[nH]c1=O,1,7,2,-1,-10,-2,2,-1,5,-1
Cc1ccc(/C=N/NC(=O)COc2ccccc2-c2ccccc2)cc1,-2,6,4,0,-25,-18,-7,1,1,-3
N#Cc1ccc(C(=O)NNC(=O)c2ccncc2)cc1,-2,1,3,0,5,-3,-12,5,5,1
COc1cccc(-c2nnc3sc(-c4ccccc4)nn23)c1,-1,-5,5,1,-2,-17,-10,10,-4,-6
CN(CC(=O)Nc1ccc(F)cc1Cl)Cc1cccs1,1,8,2,5,-5,4,-6,1,-7,2
COc1ccc(CCN2CCCC(CN(C)Cc3cc(Cl)c(O)c(OC)c3)C2)cc1 (centres undefined),2,5,-4,-4,-3,2,8,1,-1,8
COc1ccc(Nc2nc(C)cc(C)c2C#N)cc1OC,4,0,1,-1,1,-1,-3,-2,4,1
CCN(CC)S(=O)(=O)c1ccc(C(=O)N2CCN(C3=NS(=O)(=O)c4ccccc43)CC2)cc1,4,7,-1,-2,1,2,10,0,3,-2
Cc1[nH]c2c(C)cccc2c1CN1CCC(CO)(Cc2ccccc2)CC1,-2,4,-9,2,13,-3,0,2,1,4
COC(=O)c1sc2ccccc2c1NC(=O)c1cccs1,-1,3,4,1,-4,-2,1,2,0,5
O=C(CSc1nc(-c2ccccc2F)nc2nc[nH]c12)Nc1c(Cl)cc(Cl)cc1Cl,-4,4,-12,1,/,-2,-16,1,-1,5
COc1ccc(NC(=O)CNC(=O)c2ccc([N+](=O)[O-])cc2)cc1,-3,4,0,-2,-6,2,0,-3,1,2
Nc1cc(Cl)ccc1C(=O)OCC(=O)NCc1cccs1,-5,7,7,6,-15,-4,-3,-1,-1,-5
O=C(Cc1ccccc1)Nc1ccc(C(=O)Nc2ccc(O)cc2)cc1,0,0,4,1,2,-1,9,-3,5,1
CCOC(=O)/C(C#N)=C1\C(=O)N(Cc2ccccc2)c2ccccc21,4,7,5,0,-5,5,9,-1,0,9
O=C(CN1C(=O)C2CC=CCC2C1=O)N1CCN(c2ccc([N+](=O)[O-])cc2)CC1 (centres undefined),-2,0,-4,2,4,-1,-3,5,-7,1
O=C(COC(=O)c1cc(=O)c2ccccc2o1)NC1CCCCC1,1,2,-7,1,0,-1,-7,1,1,-5

# Compounds above that contain a COOH group, in the order listed:
SMILES,PRMT1 FP inh,TCR CD3 inh,NPR2 activator,rCAG binder,HTRA1 inhibitor,mABHD4 FP,TDP2 inh,LEDGF integ inh,MBD2 DNA inh,SIAE inh
CCOc1cc(/C=C/C(=O)O)ccc1OCCOc1ccc(F)cc1,-2,0,-3,1,10,-1,5,-1,4,1
Cc1ccc(CC2CC(=O)N(C(Cc3ccccc3)C(=O)O)C2=O)cc1 (centres undefined),4,-5,-5,11,0,-4,0,3,1,-4
CC(=O)c1ccc(S(=O)(=O)Oc2ccc(-c3ccc(C(=O)O)cc3)cc2)cc1,-7,2,-3,24,-6,-7,-9,4,-2,-4

# Later entries:
SMILES,PRMT1 FP inh,TCR CD3 inh,NPR2 activator,rCAG binder,HTRA1 inhibitor,mABHD4 FP,TDP2 inh,LEDGF integ inh,MBD2 DNA inh,SIAE inh
Cc1ccc(N2C(=O)C(Cl)=C(NCCO)C2=O)c(C)c1,-1,-4,5,-2,4,-3,-2,-2,-1,0
CCOC(=O)c1c(C)[nH]c(C(=O)COC(=O)[C@H](C)N2C(=O)C3CCCCC3C2=O)c1C (some centres undefined),4,-1,0,-1,-5,-2,1,-3,0,0
CCc1nc(SCC(=O)N2c3ccccc3Sc3ccccc32)c2ccccc2n1,3,5,-9,3,-14,-2,5,2,2,-8
O=C(C[C@@H]1C/C=C\C[C@H](NC(=O)OCC2c3ccccc3-c3ccccc32)C(=O)O[C@H](c2ccccc2)CNC1=O)NCCO,1,-2,2,12,-8,-5,-3,1,6,-6
COCCN(Cc1nnc(-c2cccs2)o1)C(=O)c1cccc(S(=O)(=O)N2CCOCC2)c1,-6,1,0,3,1,-5,4,1,-1,1
Cc1cccc(NC(=S)N2CCN(S(C)(=O)=O)CC2)c1,1,-4,5,-1,0,6,6,-4,1,5
Cc1cccc(C)c1-n1c(SCC(=O)Nc2ccc(C(=O)O)cc2)nnc1-c1cccc(S(=O)(=O)N(C)C)c1,-3,7,0,38*,0,-26,-2,2,-2,-5
CC(C)Cc1ccc(/C(=N/O)C(=O)O)s1,-3,0,1,-2,-3,4,-4,0,2,-2
CCOC(=O)C1=C(C)NC(=O)NC1C1CC=CCC1 (centres undefined),1,8,-4,-3,3,0,5,1,-2,1
O=C(CC(C(=O)c1ccccc1)c1ccccc1)c1ccccc1 (centres undefined),1,-5,4,2,-22,-9,-3,1,6,-3
Cc1c(-n2cc(C(=O)c3ccccc3O)cc(C#N)c2=O)c(=O)n(-c2ccccc2)n1C,0,2,-11,-10,3,7,3,-2,-2,2
Nc1nc(CCl)nc(N(c2ccccc2)c2ccccc2)n1,-1,-2,0,-3,/,5,14,-3,-3,4
COc1ccc(/C=N/NS(=O)(=O)c2ccc(F)cc2)cc1COc1cc(F)ccc1[N+](=O)[O-],2,5,-1,12,-17,-5,-6,0,0,-4
O=C(NC(=S)N1CCN(c2ccc([N+](=O)[O-])cc2)CC1)c1ccco1,2,-1,-1,5,0,0,3,-1,-2,5
CN(C(=O)CSc1nnc(Nc2ccccc2)s1)c1c(N)n(Cc2ccccc2)c(=O)[nH]c1=O,15,5,-4,-2,2,7,1,8,3,-4
Nn1c(SCc2cc([N+](=O)[O-])cc3c2OCOC3)nnc1-c1cccnc1,-3,5,-1,3,1,2,4,4,1,-6
O=C(COc1ccc(Cl)cc1Cl)Nc1cccnc1,-3,4,-2,-3,-2,4,4,1,0,3
O=C(Nc1cccnc1)c1cccc(NC(=O)c2ccco2)c1,-3,-1,-9,2,2,-2,1,0,-7,0
CCOC(=O)N1CCN(C(=O)CSCC(=O)Nc2nc(-c3ccc(OC)cc3)cs2)CC1,-1,3,2,-2,1,2,1,-1,-2,0
CNc1c(NS(=O)(=O)c2ccc(OC)cc2)c(=O)oc2ccccc12,1,-2,9,2,4,-5,18,0,-6,5
Cc1cc(C)cc(N(CC(=O)NCC2CCCO2)C(=O)CCC(=O)Nc2nccs2)c1 (centres undefined),1,2,2,-1,1,-8,-8,-5,-1,1
COc1ccc(CCNC(=O)c2cc3cccc(OC)c3oc2=O)cc1OC,-1,1,-4,-3,1,1,8,0,1,5
CCn1ccnc1CNC(=O)C1CCC(=O)N(Cc2cccc(C(F)(F)F)c2)C1 (centres undefined),-1,-6,1,-5,5,2,0,2,3,-2

# Screens: PubChem BioAssay, several laboratories

# An excerpt, so the mix of outcomes need not match the whole.
